Bioassay records as filed in PubChem.
PLK1 PBD inh – inhibitors of human PLK1 polo-box domain binding; Plk1 PBD binding of FITC phosphopeptide, fluorescence polarization; Potency, µM, inactives show max response, negative = inhibition, actives largely listed as inhibitors; 2.8% of 360,000 active; also: potency is read from the fitted curve at half-maximal effect; series mostly up to about 57 µM; % is scaled to controls: 0 for no effect and ±100 for the full control effect; nearly all actives have a fitted effect of over 65% in size
Target sequence (P53350 whole entry, looked up, the tested form may be a part): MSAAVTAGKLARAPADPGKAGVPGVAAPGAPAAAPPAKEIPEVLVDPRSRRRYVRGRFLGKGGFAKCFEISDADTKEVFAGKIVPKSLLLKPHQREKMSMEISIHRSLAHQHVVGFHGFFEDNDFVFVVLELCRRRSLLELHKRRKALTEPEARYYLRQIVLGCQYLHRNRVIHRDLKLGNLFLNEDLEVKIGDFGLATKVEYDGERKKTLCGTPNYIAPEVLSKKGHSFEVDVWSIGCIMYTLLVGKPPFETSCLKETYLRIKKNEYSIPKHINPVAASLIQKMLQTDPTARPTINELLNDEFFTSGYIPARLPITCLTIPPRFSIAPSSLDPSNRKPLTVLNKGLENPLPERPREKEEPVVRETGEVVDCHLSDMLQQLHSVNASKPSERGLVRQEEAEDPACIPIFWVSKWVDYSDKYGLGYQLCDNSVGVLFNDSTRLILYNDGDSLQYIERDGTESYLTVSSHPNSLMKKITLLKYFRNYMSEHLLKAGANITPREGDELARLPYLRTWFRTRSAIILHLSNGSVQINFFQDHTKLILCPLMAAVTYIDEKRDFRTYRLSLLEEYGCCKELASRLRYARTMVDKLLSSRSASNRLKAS
IL-2 act – activates IL-2 in a cell-based reporter assay. activation, % (series mostly up to about 46 µM). AID 652025. IL-2 activation reporter assay, cell-based qHTS; stimulated with anti-CD3/CD4/CD28 beads; in transgenic mouse T cells. 0.065% of 360,000 active; in the data active = activation above about 50%; inconclusive = mostly about 30% to 49%; also: 0% is about no effect
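Unstimulated transgenic mouse T cells; 60-min compound exposure; bead-based TCR/CD4/CD28 stimulation; 18 h culture, 37 degrees C; dual fluorescence (EGFP, DsRed) plate cytometry.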
CCT chaperon mod – changes cytosolic chaperonin activity; AID 651819; 0.3% of 360,000 active; purified chaperonin ATPase assay, HTRF ADP detection, 30 min; activity change, % (concentration not given with the values), hits read low; in the data active = activity change below about -30%; also: % is scaled to controls: 0 for no effect and ±100 for the full control effect
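Enzyme 40 or 20 nM (batch-dependent) in Tris pH 7.4/KCl/MgCl2/DTT; cpd 76 uM single point; ATP 10 uM; 30 min 37 °C; Transcreener ADP HTRF detection, 30 min RT; ratio 665/615.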
WRN helicase inh – WRN helicase (human) inhibition; AID 651768; Potency, µM (highest dose often 114 µM), inactives show at the highest dose activity change, negative = inhibition, actives largely listed as inhibitors; WRN helicase unwinding, fluorescent forked duplex, kinetic; 0.46% of 360,000 active; also: potency is read from the fitted curve at half-maximal effect; % is scaled to controls: 0 for no effect and ±100 for the full control effect; nearly all actives have a fitted effect of over 55% in size
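Fluorescence dequenching readout, ex 525 nm/em 598 nm, kinetic mode: forked duplex DNA (100 nM final) with adjacent fluorophore and quencher unwound by WRN (20 nM final) with 2 mM ATP. Compound preincubation 15 min, room temperature.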
EPAC2 agonist – agonists of human EPAC2 (RAPGEF4) | Q8WZA2 | EPAC2 activation, biochemical qHTS; response scale: 100% = 6.5 mM cAMP response | Potency, µM (titrated, usually from 154 µM), for inactives: top-dose activation, most hits filed as activators | 0.079% of 360,000 active | AID 720711; also: potency is read from the fitted curve at half-maximal effect; nearly all actives have a fitted effect of over 50% in size
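In this primary screen, activation is scored as increased exchange of BODIPY-GDP from Rap1B by 100 nM EPAC2, with 50 uM GDP as competitor. Signal is normalized to the 6.5 mM cAMP agonist control.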
EPAC1 ag – agonists of human EPAC1; O95398; EPAC1 agonist qHTS, biochemical assay; response scale: 100% = response to 6.5 mM cAMP; Potency, µM (doses to about 154 µM), for inactives: top-dose activation, actives largely listed as activators; 0.073% of 360,000 active; also: potency is read from the fitted curve at half-maximal effect; nearly all actives have a fitted effect of over 60% in size
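Fluorescent GDP-exchange assay: 100 nM EPAC1 with 250 nM Rap1B preloaded with BODIPY-GDP and 50 uM GDP; compounds tested as concentration series, 5 min at room temperature, then read every 5 min for 30 min (ex 480/em 540 nm); normalized to 6.5 mM cAMP.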
EPAC1 antagonist – antagonists of human EPAC1; EPAC1 GEF assay, Rap1b-BODIPY-GDP exchange fluorescence; 0.14% of 360,000 active; Potency, µM (titrated, usually from 115 µM), inactives show at the highest dose activity change, negative = inhibition, actives largely listed as inhibitors; O95398;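 also: potency is read from the fitted curve at half-maximal effect; plate controls were vehicle for no effect and positive control for full effect; nearly all actives have a fitted effect of over 50% in size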
PI5P4Ka inh – inhibitors of human PI5P4K alpha. PI5P4Kalpha enzyme, ADP-Glo luminescence, 60 min; active compounds read low. 1.2% of 330,000 active. AID 652105. P48426. max response, %; active = max response of -50% or lower; inconclusive = between -30% and -50%; inactive = -30% or higher; also: value at the top dose of about 77 µM; % is scaled to controls: 0 for no effect and ±100 for the full control effect
Target sequence (P48426 whole entry, looked up): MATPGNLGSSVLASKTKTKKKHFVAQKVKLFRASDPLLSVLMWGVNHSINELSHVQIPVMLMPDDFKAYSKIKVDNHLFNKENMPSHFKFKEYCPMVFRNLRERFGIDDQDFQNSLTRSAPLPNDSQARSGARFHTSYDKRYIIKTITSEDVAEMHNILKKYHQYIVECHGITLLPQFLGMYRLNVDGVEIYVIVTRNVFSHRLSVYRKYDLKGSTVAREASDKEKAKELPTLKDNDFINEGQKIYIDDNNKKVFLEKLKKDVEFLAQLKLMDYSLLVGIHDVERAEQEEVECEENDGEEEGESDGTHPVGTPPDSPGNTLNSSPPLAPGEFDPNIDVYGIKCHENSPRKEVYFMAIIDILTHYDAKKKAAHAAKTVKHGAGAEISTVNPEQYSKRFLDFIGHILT
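ADP-Glo luminescence end-point after a 60 min room-temperature kinase reaction. PI5P4Kalpha and substrate in HEPES pH 7.4 buffer with EGTA, 0.1% CHAPS and 5% DMSO; ATP at 5 microM final.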
* = called active by the depositor; ? = inconclusive; / = not tested or not shown; [ ] = remark or other dose. Unless noted, calls follow the shape of the dose curve; as a rule, active = well fitted curve in the direction sought with a large enough effect; inconclusive = small, poorly fitted or top-dose-only effect, or another doubt; inactive = no such curve, though single readings can be large; an effect the other way counts as inactive or inconclusive. Some of the compounds tested; rates above refer to the full screens.

SMILES	PLK1 PBD inh	IL-2 act	CCT chaperon mod	WRN helicase inh	EPAC2 agonist	EPAC1 ag	EPAC1 antagonist	PI5P4Ka inh
Cc1sc(NC(=O)Cc2ccc3c(c2)OCO3)nc1-c1ccc2c(c1)CCN2C(=O)c1ccc(F)cc1	-16.2%	-3.0	-4.4	-14.9%	5.6%	-10.4%	-22.4%	-13.4
Cc1ccc(S(=O)(=O)N2[C@H](CC(=O)c3cccc4ccccc34)OC[C@@H]2C)cc1	-15.3%	1.1	/	-1.9%	20.4%	-0.5%	-0.3%	6.0
C[C@@H]1CC=C[C@H]2[C@H]1C(=O)N(Cc1ccccc1)[C@H]2c1ccc2ccccc2c1/C=C/c1ccccc1	4.8%	-0.4	0.2	-4.3%	6.2%	10.6%	-3.7%	-0.1
Cc1cc(-n2c(C)cc(C(=O)CSc3[nH]c(=O)cc(C(F)(F)F)c3C#N)c2C)no1	-26.7%	0.5	-1.6	-4.1%	4.7%	2.4%	-3.3%	-4.5
Cc1cc(C(=O)N2CCCC(Nc3ccc(F)cc3)C2)n(C)n1 (stereo unspecified)	2.1%	-1.0	-1.2	8.6%	-0.9%	-4.7%	9.1%	4.0
O=C(O)c1nccnc1C(=O)Nc1ccccc1-c1ccccc1	-9.5%	0.0	-4.8	-11.5%	14.1%	11.6%	18.4%	1.4
CCOC(=O)C1=C(C)NC(=O)NC1c1cn(-c2ccccc2)nc1-c1cccs1 (stereo unspecified)	-6.7%	-0.5	1.7	-12.7%	17.0%	14.4%	-7.3%	/
O=C(Nc1ccc([N+](=O)[O-])cc1)c1cncc(Br)c1	-4.7%	-0.2	-0.4	-2.3%	3.5%	3.1%	3.2%	-1.6
O=C1Nc2ccccc2N=C(c2ccc3c(c2)OCO3)C1N(CCc1ccccc1)C(=O)CSc1ncccn1 (stereo unspecified)	?	1.2	-0.4	-4.8%	6.6%	4.4%	-22.5%	?
COc1ccc(-n2c(C)c3c(OC)cccc(=O)c3c2C)cc1	-0.3%	0.4	-1.1	-10.5%	1.5%	-2.2%	-2.0%	-24.2
COCCn1nnnc1C(c1cc2cccc(C)c2[nH]c1=O)N1CCN(c2ccccc2F)CC1 (stereo unspecified)	-27.9%	-3.7	1.5	-11.2%	-0.9%	-0.8%	1.7%	2.5
CCOc1ncccc1C(=O)NCCc1c[nH]c2ccccc12	-0.9%	-0.8	-0.2	-5.5%[57.1 µM]	-1.3%	4.7%	-1.5%	1.7
O=C(Nc1ccccc1)NC(Cc1ccc(O)cc1)C(=O)O (stereo unspecified)	-14.5%	0.3	-0.1	-12.4%	-1.2%	-10.1%	-6.2%	2.4
N#CC1=C(N)S[C@@H](C(=O)c2ccc(F)cc2)[C@@H]1c1cccs1	-10.9%	1.6	0.8	2.1%	21.8%	9.1%	0.0%	/
Cc1[nH][nH]c(=O)c1N=Nc1ccccc1Cl	-4.7%	-2.1	-0.6	-0.5%	12.4%	-3.5%	-10.6%	1.5

Laid out differently: 7 of the compounds above.
Structure | PLK1 PBD inh | IL-2 act | CCT chaperon mod | WRN helicase inh | EPAC2 agonist | EPAC1 ag | EPAC1 antagonist | PI5P4Ka inh
O=C1Nc2ccccc2N=C(c2ccc3c(c2)OCO3)C1N(CCc1ccccc1)C(=O)CSc1ncccn1 (stereo unspecified) | ? | 1.2 | -0.4 | -4.8% | 6.6% | 4.4% | -22.5% | ?
COc1ccc(-n2c(C)c3c(OC)cccc(=O)c3c2C)cc1 | -0.3% | 0.4 | -1.1 | -10.5% | 1.5% | -2.2% | -2.0% | -24.2
COCCn1nnnc1C(c1cc2cccc(C)c2[nH]c1=O)N1CCN(c2ccccc2F)CC1 (stereo unspecified) | -27.9% | -3.7 | 1.5 | -11.2% | -0.9% | -0.8% | 1.7% | 2.5
CCOc1ncccc1C(=O)NCCc1c[nH]c2ccccc12 | -0.9% | -0.8 | -0.2 | -5.5%[57.1 µM] | -1.3% | 4.7% | -1.5% | 1.7
O=C(Nc1ccccc1)NC(Cc1ccc(O)cc1)C(=O)O (stereo unspecified) | -14.5% | 0.3 | -0.1 | -12.4% | -1.2% | -10.1% | -6.2% | 2.4
N#CC1=C(N)S[C@@H](C(=O)c2ccc(F)cc2)[C@@H]1c1cccs1 | -10.9% | 1.6 | 0.8 | 2.1% | 21.8% | 9.1% | 0.0% | /
Cc1[nH][nH]c(=O)c1N=Nc1ccccc1Cl | -4.7% | -2.1 | -0.6 | -0.5% | 12.4% | -3.5% | -10.6% | 1.5

(list continues)
SMILES	PLK1 PBD inh	IL-2 act	CCT chaperon mod	WRN helicase inh	EPAC2 agonist	EPAC1 ag	EPAC1 antagonist	PI5P4Ka inh
CC(=O)Nc1cc(C(=O)CSc2nnc(C3CC3)n2C2CC2)ccc1O	-13.4%	-0.4	-0.6	?	6.3%	-1.9%	-20.3%	-71.7*
CC(C)n1c(SCC(=O)Nc2ccccc2N2CCOCC2)nc2c1c(=O)n(C)c(=O)n2C	0.5%	-1.9	-1.5	-3.8%[57.1 µM]	-2.2%	-0.1%	-3.2%	-0.8
CCN(CC(=O)NC1CCCCCC1)S(=O)(=O)c1ccccc1	0.8%	-0.3	-1.6	5.7%	2.0%	-8.2%	-1.0%	-1.8
CC1CN(C(=O)c2ccc(NS(=O)(=O)c3cccc(Cl)c3)cc2)CC(C)O1 (stereo unspecified)	-12.6%	-0.2	-2.5	-31.0%	-0.3%	1.0%	-1.8%	1.7
c1ccc2c(c1)nnn2Cc1nnc2sc(-c3ccncc3)nn12	31.6µM*	-1.0	-3.7	6.4%	1.3%	4.5%	9.9%	/
Cc1nc2ccc(NC(=O)[C@@H](NC(=O)c3c(F)cccc3F)C(C)C)cc2s1	-4.7%	0.5	-0.7	5.5%	-0.1%	-13.1%	-8.4%	-4.5
COc1cc(OC)c2c(-c3ccccc3)cc(=O)oc2c1C(CC(=O)N1CCN(c2ccccc2)CC1)c1ccc(N(C)C)cc1 (stereo unspecified)	-0.2%	-0.6	-1.0	11.2%	4.8%	-0.5%	10.3%	2.6
Cc1oc(-c2ccccc2)cc1C(=O)NC(Cc1c[nH]c2ccccc12)C(=O)O (stereo unspecified)	?	-0.8	1.8	-20.6%	8.1%	2.6%	5.7%	-5.4
COc1cccc(OCc2nc3c4cnn(-c5ccccc5)c4ncn3n2)c1	-1.4%	-0.6	-6.0	-4.0%	-3.4%	-5.6%	4.2%	/
C=C(C)Cn1c(-c2ccncc2)n[nH]c1=S	-12.3%	2.6	0.3	-2.5%	9.5%	11.6%	-3.7%	2.2
Cn1c(N)c(C(=O)Nc2ccc3ccccc3c2)sc1=S	?	-0.7	0.9	3.0%	2.4%	0.9%	-1.1%	/
CCn1c(=S)sc2c(=O)n(CC(=O)Nc3ccc(C(C)=O)cc3)c(C)nc21	-3.6%	-0.3	2.2	6.0%	-6.6%	3.3%	5.3%	-4.3
Cc1cccn2c(=O)c3cc(C(=O)NCc4ccccc4)c(=N)n(CCCN4CCOCC4)c3nc12	2.9%	-2.9	-4.6	0.0%	6.3%	-10.1%	0.7%	-2.4
CS(=O)(=O)c1ccc2nc(NC(=O)c3cccc([N+](=O)[O-])c3)sc2c1	-15.7%	1.1	1.7	12.3%	-0.5%	-9.1%	2.5%	-7.1
Cc1ccc(S(=O)(=O)N2CCCC(C(=O)NCCc3ccc(S(N)(=O)=O)cc3)C2)cc1 (stereo unspecified)	0.6%	-0.7	2.8	-1.1%	2.1%	-16.4%	4.3%	6.0
Cc1c(NC(=O)COC(=O)c2ccc(Br)o2)c(=O)n(-c2ccccc2)n1C	-0.9%	1.0	-2.8	0.8%	0.6%	-1.5%	-10.1%	1.8
CCOC(=O)CSc1nnc(-c2ccc(S(=O)(=O)NCc3cccs3)cc2)o1	-4.0%	-2.8	0.2	8.2%	5.2%	-2.1%	-26.8%	-6.3
CC(C)NCC(O)c1ccc(O)c(O)c1 (stereo unspecified)	3.6%	1.0	2.0	5.6%	-1.1%	-16.2%	0.9%	-4.4
CC(=O)c1ccccc1NC(=O)CN1C(=O)NC2(CCCCCCC2)C1=O	-3.2%	-1.7	-0.1	-11.5%	-0.6%	-3.5%	-6.6%	-1.1
COc1ccc2nc(C)cc(SCC(NC(C)=O)C(=O)OC(C)C)c2c1 (stereo unspecified)	-11.7%	0.2	0.5	4.2%	6.2%	6.4%	-13.5%	1.3
O=C(O)CCc1ccc(S(=O)(=O)Nc2ccc(OCc3ccccc3)cc2)cc1	-11.4%	-0.4	1.9	-12.4%	10.2%	-5.0%	-5.3%	-12.9
Cc1nc(SCC(=O)NCC2COc3ccccc3O2)c2c(C)c(C)sc2n1 (stereo unspecified)	-29.3%	-0.5	0.2	5.1%	4.4%	3.2%	-3.5%	5.1
CC(C)(C)OC(=O)N1CCC(C(=O)Nc2cccc(C(=O)NCCc3ccccc3)c2)CC1	3.2%	0.0	2.4	-0.3%	10.3%	-2.8%	-11.6%	4.8
Cc1cc(C)c(C#N)c(Oc2ccccc2)n1	-3.4%	-0.2	-1.4	-14.6%	4.3%	7.8%	0.5%	-2.0
CN(C)S(=O)(=O)c1cccc(C(=O)N2CCN(S(=O)(=O)c3ccc4c(c3)OCCO4)CC2)c1	-6.7%	-1.5	-0.7	-2.7%	1.7%	13.1%	-5.7%	-6.3
Cc1ccc(C(=O)Nc2nnc(-c3ccco3)o2)cc1	-10.3%	1.7	-0.1	-30.2%[57.1 µM]	20.1%	-2.7%	-9.6%	-4.5
CCN(c1ccccc1)S(=O)(=O)c1ccc(Cl)c(NC(=O)CN(C)C2CCN(C)CC2)c1	3.7%	-0.6	1.7	-8.4%	7.4%	2.9%	5.0%	-1.3
CC(/C=N/NC(=O)c1cccc([N+](=O)[O-])c1)=C\c1ccccc1	-1.0%	-0.7	2.0	2.9%	11.5%	8.4%	1.4%	/
O=C(CN1CCN(Cc2ccccc2Cl)CC1)N/N=C/c1cccs1	-17.9%	-5.6	-2.8	-5.1%	14.3%	1.9%	1.2%	0.8
Nc1cc2nc3ccccc3oc-2cc1=O	-14.9%	1.0	-2.1	-0.7%[11.6 µM]	-0.1%	-7.3%	-18.5%	-28.4
C=CCOC(=O)COc1ccc2c(C)c(C)c(=O)oc2c1	-9.5%	-2.3	-0.8	6.9%	11.9%	11.6%	1.6%	/
COCCNC(=O)c1cc(S(=O)(=O)N2CCOCC2)ccc1SCc1cccc(OC)c1OC	-2.9%	-4.7	2.5	-24.7%	-1.8%	-6.3%	-8.9%	-17.7
COc1ccc2[nH]c(=O)c(CN(C(=O)c3cccnc3)c3ccccc3)cc2c1	-3.5%	0.2	3.1	-14.2%	3.7%	0.4%	2.4%	8.8
